GLS inh – inhibitors of human glutaminase (GLS); GLS enzymatic activity, qHTS titration; O94925; Potency, µM (top dose mostly 45.5 µM), for inactives: top-dose activity change, negative = inhibition, actives largely listed as inhibitors; AID 624170; 410,000 compounds, 0.21% hits; further: potency means the concentration at half of the fitted maximal effect; on the % scale 0 is the no-effect control and ±100 the full control effect
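Compounds were pin-transferred onto hKGA, after which L-glutamine (1 mM solution) and a detection mix of glutamate oxidase, HRP and Amplex Red were added. Initial and 30 min RT fluorescence reads were collected.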
ERG Ets-DNA blk – ERG Ets/DNA interaction inhibition. 370,000 compounds, 0.028% hits. P11308. AID 624246. Potency, µM (top dose mostly 76.9 µM), for the others: at the top dose FP activity, negative = inhibition, most hits filed as inhibitors. fluorescence polarization, His-ERG Ets domain / labelled DNA; active means well fitted inhibition curve with a large enough effect in the polarisation, with a control signal flat; inconclusive means small, poorly fitted or top-dose-only effect, or effect the other way, or a change in a side signal; inactive means no such curve, though single readings can be large or run the other way; the % refers to the polarisation;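 further: polarization taken with two DNA probes labelled with fluorescein and Texas red; potency means the concentration at half of the fitted maximal effect; % of control where 0% means no effect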
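His-tagged ERG Ets domain (1 uM in the protein solution; 300mM KCl, 50mM Tris-HCl, 1mM EDTA, 1mM DTT, pH 7.5) received compound, then a probe mix of 5 nM fluorescein-DNA and 100nM Texas-615-DNA. Fluorescence polarization was read for both dyes.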
PGK inhibitor – inhibitors of T. brucei phosphoglycerate kinase | P07378 | PGK/GAPDH coupled, Kinase-Glo luminescence, 60 min | Potency, µM (top dose mostly 57.5 µM), without a hit: at the highest dose activity change, negative = inhibition, most hits filed as inhibitors | 380,000 compounds, 0.043% hits | AID 602233; further: potency means the concentration at half of the fitted maximal effect; on the % scale 0 is the no-effect control and ±100 the full control effect; nearly all actives have a fitted effect of over 60% in size
Target sequence (P07378 whole entry, looked up): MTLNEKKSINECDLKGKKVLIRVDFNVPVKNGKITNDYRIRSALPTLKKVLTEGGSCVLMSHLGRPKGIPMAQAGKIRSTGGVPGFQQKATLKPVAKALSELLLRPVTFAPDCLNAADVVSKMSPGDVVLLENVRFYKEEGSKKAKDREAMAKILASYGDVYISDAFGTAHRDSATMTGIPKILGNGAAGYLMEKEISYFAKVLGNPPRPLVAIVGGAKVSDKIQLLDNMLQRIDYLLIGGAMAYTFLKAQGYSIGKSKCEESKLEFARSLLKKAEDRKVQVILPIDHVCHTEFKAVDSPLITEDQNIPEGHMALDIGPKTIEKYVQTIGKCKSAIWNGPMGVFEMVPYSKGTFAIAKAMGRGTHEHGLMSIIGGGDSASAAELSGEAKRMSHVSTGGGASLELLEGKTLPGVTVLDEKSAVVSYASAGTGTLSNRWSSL
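Recombinant glycosomal PGK reaction used 1,3-bisphosphoglycerate generated in-well by GAPDH (100nM final) in 100mM TEA pH 7.6, 5mM MgCl2, 0.01% Tween-20. After 60 minutes at room temperature, ATP was read by Kinase-Glo Plus luminescence end-point.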
PI4K2A inh – blocks human PI4K2A kinase activity; purified PI4K2A, ADP-Glo luminescence, 1 h; hits give low values; activity change, negative = inhibition, % at 76.9 µM; 420,000 compounds, 0.13% hits; AID 1346378; in the data active means activity change below about -50%; inconclusive means mostly about -30% to -49%;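 further: -100% = wells without enzyme as full effect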
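PI4K2A activity was measured by ADP-Glo luminescence: enzyme (4 ug/mL stock) and phosphatidylinositol (1.2 mM stock) in Tris pH 7.5/MgCl2/EGTA/Triton X-100 buffer were reacted with ATP (300 microM stock) for one hour at ambient temperature.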
G9a block – inhibitors of human histone lysine methyltransferase G9a | G9a H3K9 monomethylation, AlphaScreen, 2 h | 350,000 compounds, 8.8% hits | AID 504332 | Q96KQ7 | Potency, µM (doses to about 102 µM), for the others: at the highest dose activity, negative = inhibition, most hits filed as inhibitors; further: potency means the concentration at half of the fitted maximal effect; on the % scale 0 is the no-effect control and ±100 the full control effect; nearly all actives have a fitted effect of over 75% in size
Target sequence (Q96KQ7 913-1193 limits assumed): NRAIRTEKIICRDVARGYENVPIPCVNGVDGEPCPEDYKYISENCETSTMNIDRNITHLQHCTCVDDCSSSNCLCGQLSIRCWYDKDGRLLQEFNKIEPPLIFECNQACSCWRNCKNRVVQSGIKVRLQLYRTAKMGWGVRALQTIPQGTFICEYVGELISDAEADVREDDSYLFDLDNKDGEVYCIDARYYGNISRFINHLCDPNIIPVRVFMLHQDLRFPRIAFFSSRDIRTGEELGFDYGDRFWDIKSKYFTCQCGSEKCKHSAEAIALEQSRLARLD
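G9a (20 nM) preincubated 15 min RT with compounds, then 500 nM biotinylated H3K9 peptide and 20 uM SAM added; 2 h RT reaction. Monomethyl-H3K9 product detected by AlphaScreen with anti-H3K9me1 antibody, streptavidin donor and anti-rabbit IgG acceptor beads.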
HP1b binding inh – HP1-beta chromodomain-methylated histone interaction inhibition; P83916; AlphaScreen HP1-beta / biotin-H3K9me3 peptide binding; Potency, µM (highest dose often 114 µM), without a hit: top-dose activity change, negative = inhibition, actives largely listed as inhibitors; 390,000 compounds, 0.56% hits; further: potency means the concentration at half of the fitted maximal effect; nearly all actives have a fitted effect of over 70% in size; inactives centre near 23
Target sequence (P83916 whole entry, looked up): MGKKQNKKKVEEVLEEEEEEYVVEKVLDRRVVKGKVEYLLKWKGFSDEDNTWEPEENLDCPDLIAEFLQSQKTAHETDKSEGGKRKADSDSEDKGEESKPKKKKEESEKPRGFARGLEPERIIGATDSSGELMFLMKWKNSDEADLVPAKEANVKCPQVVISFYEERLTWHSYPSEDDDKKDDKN
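AlphaScreen: HP1-beta (50 nM) preformed 30 min with biotin-H3(1-18)K9me3 peptide (50 nM) in PBS pH 7.4, 0.01% Tween-20. Compound added for 30 min at RT, then streptavidin donor/nickel chelate acceptor beads (10 ug/mL) for 30 min.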
JMJD2A Tudor inh – JMJD2A Tudor domain (human) inhibition. O75164. AlphaScreen JMJD2A-Tudor / H3K4me3 peptide binding. Potency, µM (series often up to 114 µM), inactives show at the highest dose activity change, negative = inhibition, hits mostly inhibitors. 390,000 compounds, 4.4% hits; further: potency means the concentration at half of the fitted maximal effect; on the % scale 0 is the no-effect control and ±100 the full control effect; nearly all actives have a fitted effect of over 50% in size
Pin1 inh – blocks the human prolyl isomerase Pin1. Pin1 FP peptide displacement, HiFluor488, 10 min. Potency, µM (series often up to 115 µM), without a hit: at the top dose activity, negative = inhibition, most hits filed as inhibitors. 390,000 compounds, 0.009% hits; active means well fitted inhibition curve with a large enough effect in the polarisation, with a control signal flat, not every such curve was filed as active; inconclusive means small, poorly fitted or top-dose-only effect, or effect the other way, or a change in a side signal; inactive means no such curve, though single readings can be large or run the other way; the % refers to the polarisation; further: potency means the concentration at half of the fitted maximal effect; on the % scale 0 is the no-effect control and ±100 the full control effect
Target sequence (Q13526 whole entry, looked up): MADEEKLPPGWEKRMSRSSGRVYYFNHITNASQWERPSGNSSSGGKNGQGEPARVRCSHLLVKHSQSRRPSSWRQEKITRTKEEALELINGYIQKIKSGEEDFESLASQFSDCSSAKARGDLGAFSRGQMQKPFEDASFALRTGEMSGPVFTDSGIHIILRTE
BAZ2B block – inhibitors of human BAZ2B bromodomain; Q9UIF8; Potency, µM (top dose mostly 114 µM), for inactives: at the highest dose activity change, negative = inhibition, hits mostly inhibitors; AID 504333; AlphaScreen BAZ2B-H3K14Ac peptide displacement; 360,000 compounds, 4.4% hits; further: potency means the concentration at half of the fitted maximal effect; on the % scale 0 is the no-effect control and ±100 the full control effect; nearly all actives have a fitted effect of over 60% in size
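BAZ2B (50 nM) with biotin-H3(5-23)K14Ac peptide (50 nM) in PBS pH 7.4, 0.01% Tween-20, preformed 30 min, then compound 30 min at room temperature; top concentration 110uM. AlphaScreen streptavidin donor/nickel chelate acceptor beads (10 ug/mL final), 20 min dark, signal read.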
Starred values were filed as active, the others as inactive; i = inactive; ? = inconclusive; nt = no result given; [ ] = dose if it differs, or a comment. Unless noted, the call rests on the fitted dose curve; in most records, active means well fitted curve in the direction sought with a large enough effect; inconclusive means small, poorly fitted or top-dose-only effect, or another doubt; inactive means no such curve, though single readings can be large; an effect the other way counts as inactive or inconclusive.

Results follow in this order: GLS inh	ERG Ets-DNA blk	PGK inhibitor	PI4K2A inh	G9a block	HP1b binding inh	JMJD2A Tudor inh	Pin1 inh	BAZ2B block
CCOC(=O)c1cnc2ccccc2c1NCc1ccco1
→ 0.8%	-10.7%	i	-3.1	1.4%	40.1%[activator]	-3.7%	-5.0%	-0.2%
Cc1cc(C(=O)CCl)c(C)n1CC1COc2ccccc2O1 (stereo unspecified)
→ -1.0%	3.2%	1.0%	12.8	?	-25.4%	-31.8%	-1.9%	-19.6%
COc1ccccc1CSc1nc2n(n1)C(c1ccccc1)C(C(=O)Nc1ccc(C)cc1)=C(C)N2 (stereo unspecified)
→ 4.0%	-0.7%	6.6%	0.7	-43.4%[59 µM]	15.2%	-6.8%	-2.7%	-4.2%
Fc1ccc(Cn2c(-c3cscn3)nc3ccccc32)c(Cl)c1
→ 9.6%	7.5%	10.3%	-10.0	-17.7%	46.6%[activator]	-10.7%	-6.0%	2.1%
CCn1cc(CN2CCc3c([nH]c4ccccc34)C2c2cccc(OC)c2)c(C)n1 (stereo unspecified)
→ 3.2%	-1.4%	-1.1%	-2.4	nt	-20.6%	?	-8.8%	79.4µM*
CC(=O)Nc1ccc2c(c1)nc(CN1CCCC1)n2C
→ -4.3%	-23.2%	-0.4%	8.0	17.8µM*	34.0%	-0.6%	2.1%	-4.6%
CCc1nnc(SCc2ccc([N+](=O)[O-])cc2)nc1CC
→ 6.0%	-4.5%	1.4%	-2.6	nt	40.7%[activator]	-11.3%	-1.4%	nt
Cc1ccc(-c2nc3cc(NC(=O)C(C)C)ccc3o2)cc1
→ 5.4%	-3.9%	i	35.7	21.9%[12.7 µM]	19.4%	-12.4%	0.2%	-3.7%
NC(=O)c1c(NC(=O)c2cc(-c3ccc(F)cc3)on2)sc2c1CCCC2
→ -7.0%	-9.8%	-8.6%	2.0	1.78µM*	-23.2%	-31.1%	-1.2%	-12.9%
CCOC(=O)C1(C)C=C(Nc2ccc(OC)cc2)C(=O)N1c1ccc(OC)cc1 (stereo unspecified)
→ 2.1%	8.9%	-0.2%	-1.1	18.7%[59 µM]	27.5%	-2.6%	-7.5%	15.8%
COc1cc(/C=N/Nc2ncc(C(F)(F)F)cc2Cl)cc(OC)c1O
→ 3.8%	nt	i	-3.2	2.2%[2.33 µM]	9.0%	-31.7%	-7.8%	-5.8%
CC(C)NC(=O)c1ccc(NC(=O)CC2SC(N3CCCC3)=NC2=O)cc1 (stereo unspecified)
→ 1.2%	-1.9%	-3.9%	-2.7	-7.5%[2.33 µM]	25.7%	-7.1%	-2.4%	4.8%
Fc1ccccc1-c1nc(-c2ccncc2)no1
→ -0.9%	-2.3%	-15.2%	-24.1	14.5%[59 µM]	50.0%[activator]	7.1%	-5.4%	5.0%
CC(=O)CCSc1nnc(-c2cccc(S(=O)(=O)N3CCOCC3)c2)o1
→ -0.6%	-5.3%	i	0.1	-42.7%	51.6%[activator]	-9.7%	2.6%	2.5%
CC(=O)Nc1csc2ccccc12
→ -0.2%	2.7%	-6.0%	1.3	nt	34.3%	-7.0%	1.3%	-4.9%
CN1CCN(CC2(O)CCN(S(=O)(=O)c3ccc(Cl)cc3)CC2)CC1
→ 0.0%	-1.6%	-1.8%	-5.3	-38.7%	9.5%	-3.1%	-12.5%	-11.1%
Cc1ccc(CNC(=O)c2ccc(N(C)C)cc2)cc1
→ 21.4%	2.6%	0.0%	-2.7	2.6%	28.6%	-14.5%	0.7%	-19.3%
COc1ccc(C(C(=O)NC(C)(C)C)N(C(=O)CNC(=O)c2cccs2)c2cccnc2)cc1OC (stereo unspecified)
→ 0.0%	-7.8%	-9.1%	-0.2	15.0%[59 µM]	22.6%	-2.5%	-15.2%	0.8%
CCOC(=O)CSc1nnc(CNC(=O)c2cccs2)n1-c1ccccc1
→ 5.7%	-9.1%	-5.2%	6.4	-31.5%	23.7%	-8.3%	-1.0%	-2.5%
Cc1ccc2nc3c(c(Nc4ccc(C)c(C)c4)c2c1)CCC3
→ 6.1%	?	3.7%	-0.8	-45.2%[59 µM]	1.6%	?	6.3%	31.6µM*
COc1ccc(CN(CCNC(=O)CCCCC(=O)NCCN(Cc2ccc(OC)cc2)C(C)C)C(C)C)cc1
→ 10.4%	2.0%	-9.9%	1.6	nt	18.6%	-21.3%	-5.4%	nt
O=C(OCC(=O)N1CCOCC1)c1ccc(F)cc1Cl
→ -10.6%	6.4%	9.0%	2.1	25.5%[59 µM]	21.3%	-0.7%	2.5%	10.7%
COc1ccc(-c2cc(C(F)(F)F)n3nc(C(=O)NCCCN4CCOCC4)cc3n2)cc1
→ -4.9%	-1.8%	-6.2%	2.3	-4.3%	43.5%[activator]	-3.4%[57.1 µM]	-2.4%	5.1%
CSCCC(NS(=O)(=O)c1ccccc1F)C(=O)NCc1cccnc1 (stereo unspecified)
→ 1.1%	-4.3%	-0.5%	-5.6	2.0%	17.9%	-8.3%	-3.0%	7.0%
COc1ccccc1-c1c(C)c(C)nc(N)c1C#N
→ -0.3%	5.8%	-1.8%	-0.2	11.8%	43.7%[activator]	2.9%	-1.8%	1.7%
Cc1cnc(C(=O)OCC(=O)Nc2ccc(Br)cc2F)cn1
→ 8.7%	-3.3%	-6.2%	3.5	2.1%[59 µM]	4.8%	-12.0%	-2.1%	4.0%
Cc1ccc(/C=N/N2CCN(Cc3ccc(Cl)cc3)CC2)o1
→ 1.1%	-3.0%	11.5%	12.4	50.1µM*	-21.9%	?	-4.7%	?
O=C(O)[C@@H]1CCCC[C@@H]1C(=O)N1CCc2ccccc2C1CN1C(=O)c2ccccc2C1=O (stereo partly specified)
→ -0.8%	2.2%	-1.4%	2.2	1.2%[59 µM]	28.9%	3.3%	-4.8%	36.1%[activator]
CCOC(=O)N1CCN(C(=O)Cc2cccc3ccccc23)CC1
→ 0.9%	1.8%	nt	-0.6	?	32.9%	-4.6%	-1.1%	-23.6%
CCN(CC)CCCNC(=O)c1cc(-c2ccc3c(c2)OCO3)on1
→ -2.4%	8.7%	-9.4%	-2.9	29.1%	23.5%	-4.9%	-3.0%	0.1%

Rewritten as tab-separated lines: entries from further up
SMILES	GLS inh	ERG Ets-DNA blk	PGK inhibitor	PI4K2A inh	G9a block	HP1b binding inh	JMJD2A Tudor inh	Pin1 inh	BAZ2B block
COc1ccc(-c2cc(C(F)(F)F)n3nc(C(=O)NCCCN4CCOCC4)cc3n2)cc1	-4.9%	-1.8%	-6.2%	2.3	-4.3%	43.5%[activator]	-3.4%[57.1 µM]	-2.4%	5.1%
CSCCC(NS(=O)(=O)c1ccccc1F)C(=O)NCc1cccnc1 (stereo unspecified)	1.1%	-4.3%	-0.5%	-5.6	2.0%	17.9%	-8.3%	-3.0%	7.0%

Next part:
Results follow in this order: GLS inh	ERG Ets-DNA blk	PGK inhibitor	PI4K2A inh	G9a block	HP1b binding inh	JMJD2A Tudor inh	Pin1 inh	BAZ2B block
COc1ccc(Nc2nc3[nH]c(=O)cc(O)c3s2)cc1
→ ?	-0.3%	0.4%	-6.7	?	27.3%	-8.1%	17.6%	?
C=CCn1c(SCC(=O)Nc2ccccc2-c2ccccc2)nc2cc(C(=O)O)ccc2c1=O
→ -4.3%	15.1%	-2.1%	5.5	-3.9%	42.1%[activator]	6.2%	-4.5%	-8.2%
O=C(NN=C1CCN(Cc2ccccc2)CC1)c1cc2ccccc2cc1O
→ 20.6%	-1.4%	18.8%	-28.3	-9.5%[59 µM]	1.1%	-32.4%	?	-7.5%
O=C(c1ccc(NC2=NC3CS(=O)(=O)CC3S2)cc1)N1CCN(c2ccc([N+](=O)[O-])cc2)CC1 (stereo unspecified)
→ 0.7%	-3.9%	-7.9%	-1.5	nt	55.1%[activator]	-19.8%	1.9%	-3.8%
Cc1nc(SC(C(N)=O)c2ccccc2)c(C#N)c(C)c1C (stereo unspecified)
→ 0.6%	1.4%	-0.2%	-0.8	-14.9%	42.2%	1.4%	-8.7%	3.1%
COc1cc2c(cc1OC)[C@@H](NC(=O)CCc1ccccc1)[C@H](OCc1ccccc1)C2
→ -14.2%	6.3%	-1.3%	2.9	nt	35.0%	-8.9%	-2.3%	nt
CC(C)=NOc1cc(NC(=O)CCl)cc([N+](=O)[O-])c1
→ -0.1%	-14.0%	i	4.9	56.2µM*	41.8%[activator]	-12.3%	-15.4%	-11.0%
CC(C)NC(=O)C1CCN(C(=O)c2cnn(-c3ccccc3)c2-n2cccc2)CC1
→ 0.6%	-0.1%	-6.6%	0.9	-4.8%[59 µM]	12.6%	-11.7%	-6.9%	9.9%
COc1cccc(CNc2cccc(C(F)(F)F)c2)c1O
→ -1.0%	4.5%	-5.5%	0.5	3.4%	44.2%[activator]	-15.9%	-7.8%	nt
O=C(CC1Oc2ccccc2NC1=O)NCCc1ccccc1 (stereo unspecified)
→ 7.8%	6.8%	-1.3%	-4.1	-13.0%	7.9%	?	-14.1%	41.1%[activator]

Assay outcomes as filed in PubChem BioAssay.
